PPC-1+TRAIL kill: compounds killing PPC-1 cancer cells with TRAIL present (potentiator screen, no TRAIL-free arm); PPC-1 cells + TRAIL, ATPLite viability luminescence; cell killing (% activity), % at 4 µM; 0.41% of 220,000 active;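 active means cell killing above 50% in the first pass at 4 µM, then a duplicate retest at 5 µM averaging 50% or more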;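 further: plate controls were cells with TRAIL plus DMSO for no effect and medium-only wells lacking cells for full effect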
Runt-SMMHC FRET: blocks binding of human RUNX1 Runt domain to CBFb-SMMHC. Q01196+Q13951. Cerulean-Runt/Venus-CBFb-SMMHC FRET ratio 530/480, 1 h. inhibition, % at 20 µM. 0.74% of 220,000 active;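 active means mean inhibition across duplicate retests at 20 µM reaching about 50%, limit read from the data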;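 further: 0% = DMSO wells and 100% = wells with excess untagged CBFb-SMMHC; inhibitors lower the FRET ratio by blocking Runt binding to CBFb-SMMHC; some results filed as inactive read as strong as hits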
p47phox inh: blocks human p47phox regulatory protein of NADPH oxidases; AID 1274; p47phox/p22phox peptide binding, fluorescence polarization, 2 h; inhibition, % at 24.7 µM; 0.53% of 220,000 active;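 active means inhibition above about 30%, limit read from the data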;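 further: 0% = p47phox with labelled peptide and 100% = labelled peptide alone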
CHOP inhibitor: blocks CHOP induction under ER stress; inhibition, % at 10 µM; CHO-K1 CHOP-promoter luciferase, tunicamycin-induced, 15-18 h; 3.8% of 220,000 active;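 active means compounds that reduced the stress-induced luciferase reporter signal by more than about 70% of percent inhibition, limit read from the data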;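 further: 0% = tunicamycin plus vehicle and 100% = wells without tunicamycin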
EBV gp42 block: EBV gp42 inhibition; Q1HVG2; Fluorescence polarization binding assay, mP read-out; inhibition, % (tested at 21.74 µM); 0.42% of 220,000 active; AID 1085; in the data active means inhibition above about 50%
Target sequence (Q1HVG2 whole entry, looked up): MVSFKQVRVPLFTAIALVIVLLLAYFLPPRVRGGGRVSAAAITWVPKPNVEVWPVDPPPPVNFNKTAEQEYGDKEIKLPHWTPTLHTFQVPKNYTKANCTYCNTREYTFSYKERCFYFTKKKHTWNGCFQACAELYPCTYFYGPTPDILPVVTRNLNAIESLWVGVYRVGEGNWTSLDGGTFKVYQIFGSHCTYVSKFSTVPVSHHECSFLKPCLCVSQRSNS
TRPML3 agonist: human mucolipin-3 channel agonism; HEK293 TRPML3-YFP, Fluo-8 calcium fluorescence; 100% = the carbachol control signal; activation, % at 3 µM; 0.29% of 220,000 active; AID 1448;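 active means activation above its plate's cutoff, the mean activation of the plate's test wells plus 3 SD, cut at about 12% in these data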;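 further: 0% = DMSO only wells and 100% = carbachol wells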
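system = HEK293 cells stably carrying human TRPML3-YFP | doses = one concentration, 3 µM nominal, 0.3% DMSO | timing = dye loading 1 h 37 °C then 30 min ambient, 125 s read | detection = Fluo-8 calcium dye fluorescence, ex 470-495, em 515-575 nm | benchmarks = high control carbachol 87 µM, low control DMSO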
MDM2 E3 inh: blocks human Mdm2 ubiquitin ligase activity; 0.11% of 210,000 active; AID 1230; signal enhancement, % at 5 µM; Q00987; cell-based MDM2 ubiquitination luciferase reporter, 2 h; 0 = plate control, 100 = twice control, blank-subtracted;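 active means signal enhancement of 30% or more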;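 further: luminescence tracks abundance of the self-degrading MDM2-luciferase fusion protein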
Target sequence (Q00987 whole entry, looked up, the tested form may be a part): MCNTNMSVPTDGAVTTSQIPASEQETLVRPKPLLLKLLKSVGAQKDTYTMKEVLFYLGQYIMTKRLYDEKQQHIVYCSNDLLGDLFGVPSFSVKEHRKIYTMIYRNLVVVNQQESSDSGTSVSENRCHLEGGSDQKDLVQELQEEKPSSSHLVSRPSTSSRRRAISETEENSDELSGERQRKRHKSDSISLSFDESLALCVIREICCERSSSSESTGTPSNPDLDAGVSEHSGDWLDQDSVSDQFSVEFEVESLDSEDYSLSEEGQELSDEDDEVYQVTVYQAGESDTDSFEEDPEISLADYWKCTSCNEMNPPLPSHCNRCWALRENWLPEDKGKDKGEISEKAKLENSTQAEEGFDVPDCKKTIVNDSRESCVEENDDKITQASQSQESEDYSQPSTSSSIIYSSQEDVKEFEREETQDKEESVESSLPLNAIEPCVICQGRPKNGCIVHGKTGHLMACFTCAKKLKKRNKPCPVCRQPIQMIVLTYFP
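Buffer or medium: Cells held in DMEM | Assay system: Stable mammalian line carrying autodegrading MDM2–luciferase fusion reporter | Quantity: 2000 cells/well | Times: 4 h settle plus 2 h compound, 37 °C | Doses: One concentration, 5 µM, with 0.2% DMSO | Technique: Luminescence with SteadyLite reagent, 15 min at room temperature | Benchmarks: Plate controls and plate blanks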
zfTRPN1 agonist: zebrafish TRPN1 (NompC) channel agonism; HEK293 zebrafish TRPN1-YFP, Fluo-8 calcium fluorescence; 100% = response to 87 µM carbachol; activation, % at 3 µM; 0.18% of 220,000 active; AID 1424;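 active means activation above its plate's cutoff, the mean activation of test wells on that plate plus 3 SD, cut at about 19% in these data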;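 further: 0% = DMSO alone and 100% = 87 µM carbachol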
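Material: zebrafish TRPN1-YFP in HEK293 cells; Doses: single test compound dose, 3 µM nominal, 0.3% DMSO; Timing: dye loading 1 h at 37 °C, then 30 min room temperature; Technique: intracellular calcium fluorescence with Fluo-8; Benchmarks: high carbachol 87 µM, low DMSO alone.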
TNF death inh: inhibitors of TNF-alpha induced necroptosis in Jurkat FADD-/- cells. AID 463075. activation (protection from cell death), % at 10 µM. 0.068% of 220,000 active. Jurkat FADD-/- TNF necroptosis rescue, ATP luminescence, 24 h; 0 = TNF only, 100 = no-TNF cells;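 active means activation, meaning protection from cell death, of at least 50% relative to plate controls; inactive means activation below 50%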;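 further: necroptosis triggered by 40 ng/mL TNF-alpha added together with compound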
Starred values were filed as active, the others as inactive; . = no result given. This is a random part of the collection; 5.9% or so of the library scored in one or more.

SMILES	PPC-1+TRAIL kill	Runt-SMMHC FRET	p47phox inh	CHOP inhibitor	EBV gp42 block	TRPML3 agonist	MDM2 E3 inh	zfTRPN1 agonist	TNF death inh
Cc1ccc(C)c(NS(=O)(=O)c2cc(C(=O)NCc3ccco3)ccc2C)c1	16	2	-8	9	-3	-0.8	-6	-0.7	-0.1
Cc1ccc(S(=O)(=O)N2CCCCC2)cc1NC(=O)COc1ccccc1F	14	-2	-5	4	7	6.6	2	2.6	1.8
c1ccc(-c2ccccc2OCCN2CCCCC2)cc1	-1	3	-3	-18	-4	-0.2	-6	-1.5	5.5
CC(C)(C)NC(=O)CCC1COc2ccccc2O1 (centres undefined)	-19	0	-6	35	1	0.8	-16	0.1	0.1
Cc1nc(CSc2nsc(C)c2C#N)cs1	19	-10	-10	4	-21	-1.0	17	-0.5	2.6
COc1cccc(C2CC(c3ccc(NS(C)(=O)=O)cc3)=NN2C(=O)c2ccccc2)c1OC (centres undefined)	4	2	-131	-10	-5	0.2	8	2.1	0.5
COc1cc(NC(=O)c2ccc(Cl)cc2)c(OC)cc1NC(=O)CN1CCCCC1	11	1	0	23	4	1.1	-9	-0.3	3.8
CCCCc1nc(SCCOC)c2c(=O)n(C)c(=O)n(C)c2n1	21	0	-2	16	-22	0.5	-10	-2.1	-1.4
O=C(CNC(=O)Cn1ccc2ccccc2c1=O)NCCCN1CCN(c2cccc(Cl)c2)CC1	26	-8	-4	7	0	-0.5	-10	-1.1	-1.7
CCn1c(=N)n(CC(O)COc2ccc(C)cc2)c2ccccc21 (centres undefined)	26	0	-3	3	8	0.0	-14	-2.9	-0.3
Cc1ccc(-n2cccn2)c(CN2CCC(CO)(CCc3ccccc3)CC2)c1	10	-3	-5	10	-4	1.1	-16	-0.3	2.6
COc1ccc(C)cc1NC(=O)c1cc2cc3ccc(C)cc3nc2o1	-6	-16	3	20	7	0.5	5	1.8	2.2
COCCNC(=O)C(c1ccccc1)N(Cc1cccs1)C(=O)Cn1nnc2ccccc21 (centres undefined)	3	0	-7	18	-11	0.3	-42	-0.2	-4.7
Cc1cc(-c2nnc(-c3cccc(Cl)c3)o2)no1	21	1	-13	-13	-8	0.9	-19	-0.2	0.7
CC(C)c1nccn1S(=O)(=O)c1cc(Cl)ccc1Cl	21	-4	-9	11	-3	0.8	-12	0.9	-0.9
CCN(CCO)c1nc(SC)nc2c1sc1nc(-c3ccco3)c3c(c12)CCC3	37	-131	-32	-102	-3	-0.1	0	-0.6	-6.0
CCCCn1c(=O)c(CCC(=O)OCC(=O)NC(C)c2ccccc2)nc2ccccc21 (centres undefined)	17	0	-1	-4	6	-0.5	-8	-2.6	1.8
Brc1cccc(CNc2nc3ccccc3n2CCN2CCCCC2)c1	3	-19	-8	-7	-9	0.8	-1	-1.9	1.0
O=C(c1ccccc1)c1nn(-c2ccccc2)c2nnc(Cc3ccccc3)c(=O)n12	8	1	-5	8	-18	-1.5	.	-0.6	-1.1
CCC(=O)N1CCc2cc(S(=O)(=O)NC(Cc3ccccc3)C(=O)NC3CCCC3)ccc21 (centres undefined)	2	2	-2	14	-6	-0.5	-10	-1.2	-1.6
CCc1nc(N2CCCC(C)C2)c2oc3ccccc3c2n1 (centres undefined)	10	-6	-7	72*	-10	0.1	4	-0.2	-6.4
CCC1CCCCN1C(=O)COC(=O)c1n[nH]c2ccccc12 (centres undefined)	18	0	-11	19	-14	0.2	-7	-0.2	-0.3
COc1ccc(C2CC(=O)N(c3ccccc3)C3=C2C(=O)CCC3)cc1 (centres undefined)	-24	-2	1	-6	-5	-0.3	-1	-1.1	5.8
Cc1sc(NC(=O)/C=C/c2ccc3c(c2)OCO3)nc1-c1ccccc1	16	-5	-13	46	-18	1.1	-6	1.4	-8.1
Cc1cc(C)nc(SCC(=O)Nc2ncc3c(n2)CC(C)(C)CC3=O)n1	0	-1	-13	1	-13	1.3	1	1.4	-3.5
COC(=O)c1[nH]c2cccc(OC)c2c1NC(=O)CCN1CCN(c2ccccc2OC)CC1	21	-2	-8	2	-16	0.6	1	-0.1	-2.4
O=C(Cc1cccs1)Nc1cccc(-c2nc3ccccc3[nH]2)c1	21	-3	-16	3	3	0.1	-7	2.0	5.1
Cc1ccc(Cl)c(OCC(=O)Nc2ccc3c(c2)OCCO3)c1	4	-5	-8	11	-14	-0.1	-17	-1.4	-0.8
Nc1oc2ccccc2c(=O)c1C=O	12	-1	-19	-19	-5	0.9	11	-0.5	1.4
Fc1ccccc1Cc1nnc2n1N=C(c1ccc(Cl)cc1)CS2	4	2	-1	14	0	0.4	-15	-0.1	-0.9
CC(C)(C)c1ccc(OCCOCCn2cnc3ccccc3c2=O)cc1	14	-6	-11	20	0	0.7	-9	-0.3	0.4
CCn1c(SCC(=O)NCC2CCCO2)nc2c(c1=O)SC(C)C2 (centres undefined)	10	-1	6	49	-10	0.4	-17	1.2	0.7
Cc1ccc(Cn2ncc(Cl)c(Cl)c2=O)cc1	15	2	3	107*	5	0.1	14	-1.0	-9.2
CCOC(=O)CSc1nnc(-c2ccccc2OC)o1	7	1	-13	33	-5	0.8	-2	-1.0	-1.3
CC(C)CN(C(=O)COC(=O)c1nc(Cl)ccc1Cl)C1CCS(=O)(=O)C1 (centres undefined)	10	0	-2	57	0	0.5	6	0.8	0.5
c1ccc(CCN2CN=C(Nc3nc4ccccc4o3)NC2)cc1	-1	0	-8	94*	-2	0.0	-21	1.6	0.7

2 of these compounds, set out differently:
CCCCc1nc(SCCOC)c2c(=O)n(C)c(=O)n(C)c2n1
  PPC-1+TRAIL kill = 21 | Runt-SMMHC FRET = 0 | p47phox inh = -2 | CHOP inhibitor = 16 | EBV gp42 block = -22 | TRPML3 agonist = 0.5 | MDM2 E3 inh = -10 | zfTRPN1 agonist = -2.1 | TNF death inh = -1.4

COc1cccc(C2CC(c3ccc(NS(C)(=O)=O)cc3)=NN2C(=O)c2ccccc2)c1OC (centres undefined)
  PPC-1+TRAIL kill = 4 | Runt-SMMHC FRET = 2 | p47phox inh = -131 | CHOP inhibitor = -10 | EBV gp42 block = -5 | TRPML3 agonist = 0.2 | MDM2 E3 inh = 8 | zfTRPN1 agonist = 2.1 | TNF death inh = 0.5

Other compounds.
SMILES	PPC-1+TRAIL kill	Runt-SMMHC FRET	p47phox inh	CHOP inhibitor	EBV gp42 block	TRPML3 agonist	MDM2 E3 inh	zfTRPN1 agonist	TNF death inh
CC(C)n1cc(/C=C2/SC(=O)N(CC(=O)Nc3ccc4c(c3)OCO4)C2=O)c2ccccc21	-4	-127	-45	44	-50	-0.1	-14	-1.1	0.7
CCC1(CC)Cc2ccccc2-c2nc(NN)[nH]c(=O)c21	12	4	-11	9	-3	0.1	-8	1.2	0.9
CCOc1ccccc1N(CC(=O)NC(C)(C)C)C(=O)c1ccc(CN2CCOCC2)o1	-2	1	1	12	-11	1.0	-25	-0.2	-0.1
COc1cccc(NC(=S)N(Cc2ccc(Cl)cc2)Cc2ccc(C(=O)O)cc2)c1	-1	-1	-11	0	-6	0.2	-11	0.6	0.5
O=C1c2ccccc2NC(c2cccnc2)N1c1ccccc1F (centres undefined)	20	6	-12	18	-4	0.5	2	-0.3	0.7
Cc1ccc(-c2ccc(/C=N/c3ncn[nH]3)o2)cc1Cl	22	-10	-13	29	-6	0.6	13	0.7	-1.4
O=C(Nc1n[nH]c(C(F)(F)F)n1)C1CC1	3	-2	4	-4	0	0.3	-7	0.1	0.7
C=CCc1cccc(/C=N/n2cnnc2)c1O	-6	-60	4	1	23	1.0	5	1.1	0.0
CN(C)c1ccc(N=Cc2nc(-c3ccccc3)oc2OC(=O)c2cccc(Cl)c2)cc1	28	-89	-56	-12	-36	1.2	-10	1.9	-1.4
Cc1ccc(C(C)C)cc1S(=O)(=O)NCc1cccnc1	13	5	-5	6	-13	-0.7	-16	-1.6	-3.0
CCc1sc(C(=O)NCc2ccccc2)cc1C	1	0	-8	26	-12	-0.2	-11	-1.8	0.4
O=C1C2C3C=CC(C3=C(c3ccccc3)c3ccccc3)C2C(=O)N1Cc1ccccc1 (centres undefined)	-5	0	-8	-26	63*	1.3	-11	-0.3	-1.0
COc1ccc(CCNc2c([N+](=O)[O-])c(=O)oc3ccccc23)cc1OC	2	0	-5	11	2	-0.2	-22	0.3	-3.7
CCc1cc2c(=O)n(Cc3ccco3)c(SCC(=O)N(C)C3CCS(=O)(=O)C3)nc2s1 (centres undefined)	32	9	0	0	-15	-0.9	-5	0.8	-0.3
O=C(Nc1ccc(Cl)cc1Cl)NC1CCCC1	-9	4	-11	-6	-13	0.7	0	-0.5	0.7
Cc1ccc(C2/C(=C(\O)c3ccc4c(c3)OCCO4)C(=O)C(=O)N2CCCN(C)C)o1 (centres undefined)	2	3	-8	27	0	0.5	-11	1.4	0.8
CC1=CC(C)C2C(=O)N(O)C(=O)C2C1 (centres undefined)	-3	-3	-4	11	-6	0.5	-8	2.4	1.3
CS(=O)(=O)N(CC(=O)NC1CCCCCC1)Cc1ccc(Cl)cc1	19	-2	6	26	-14	1.1	-9	-0.7	0.4
CCC(CC)c1nnc(NC(=O)c2ccco2)s1	12	-6	-1	-38	-14	0.5	-6	0.8	0.9
COc1ccccc1N1CCN(/N=C/c2cccc(OC)c2OC)CC1	8	3	-4	1	-3	0.5	-15	0.3	0.7
COc1ccc(C(=O)C2CCCN(S(=O)(=O)C(C)C)C2)c(C)c1 (centres undefined)	3	-3	2	-1	-18	-0.2	2	0.0	0.2
CCC(C)NCCOCCSc1ccc(Cl)cc1 (centres undefined)	19	-1	-12	-7	-1	0.4	-7	-0.9	-2.6
O=C1CCCC2=C1C(c1ccsc1)CC(=O)N2c1ccccc1 (centres undefined)	-6	2	-7	-15	3	-0.7	-10	-0.7	-0.7
O=C(O)COCC(=O)N1CCN(C2c3ccccc3-c3ccccc32)CC1	-12	0	0	2	0	-0.2	2	-2.5	-0.5
O=C1CC(O)(C(F)(F)F)Oc2c1ccc1ccccc21 (centres undefined)	-11	-2	-13	89*	-6	-0.3	-18	9.0	-1.1
CN(CC(=O)N1CCN(c2ccccn2)CC1)S(=O)(=O)c1ccccc1	13	2	-10	-22	-3	-0.3	-8	-0.5	-1.3
N#CCCN(C(=O)COC(=O)c1ccc(CNS(=O)(=O)c2ccc(F)c(Cl)c2)cc1)c1ccc(F)cc1	13	-6	3	23	-31	0.3	-10	0.0	1.8
CC(C)CNC(=S)N1CCC(c2nc(-c3ccc(F)cc3)no2)CC1	2	-2	-20	39	-16	4.6	-10	8.6	0.4

Source: PubChem (several laboratories)
